DRD3 agonist: qHTS of D3 Dopamine Receptor Agonist: qHTS | D(3) dopamine receptor (Homo sapiens), P35462 | D3R DiscoveRx beta-arrestin cells, luminescence, 90 min | max activation, % | 410,000 compounds, 0.58% hits | AID 652048, 2013; in the data active = max activation above about 30%; also: 0% is about no effect; mostly tested at two doses, the higher about 12 µM
Target sequence (P35462 whole entry, looked up): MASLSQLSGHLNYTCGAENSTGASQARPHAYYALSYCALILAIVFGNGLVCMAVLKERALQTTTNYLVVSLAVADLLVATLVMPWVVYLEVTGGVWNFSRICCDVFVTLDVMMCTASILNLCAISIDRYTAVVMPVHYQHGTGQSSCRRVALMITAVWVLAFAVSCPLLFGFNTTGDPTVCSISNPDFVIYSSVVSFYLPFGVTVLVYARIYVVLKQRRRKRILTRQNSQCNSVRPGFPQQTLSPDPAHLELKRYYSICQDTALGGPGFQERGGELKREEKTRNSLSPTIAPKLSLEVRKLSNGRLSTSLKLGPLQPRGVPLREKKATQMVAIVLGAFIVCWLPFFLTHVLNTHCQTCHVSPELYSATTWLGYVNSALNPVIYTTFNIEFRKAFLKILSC
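Agonist mode: compounds and dopamine controls were applied to plated cells for 90 min at 37 degrees C after an overnight attachment at 1500 cells/well. Luminescent read-out followed 30 - 60 minutes at room temperature with DiscoveRx detection reagent.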
KB-V1 MDR tox: qHTS assay for MDR1-selective chemotherapeutics: Primary screen using the drug-selected MDR subline cells KB-V1. KB-V1 MDR cells viability, CellTiter-Glo, 72 h. Potency, µM (series often up to 46.1 µM), without a hit: at the highest dose activity change, negative = cytotoxicity, actives largely listed as cytotoxic. 400,000 compounds, 3.4% hits. AID 1347076, 2019; also: potency is read from the fitted curve at half-maximal effect; % is scaled to controls: 0 for no effect and ±100 for the full control effect; nearly all actives have a fitted effect of over 60% in size
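Following 72 h at 37 degrees C with compound, KB-V1 cell viability was read by CellTiter-Glo luminescence, medium being phenol-red-free DMEM plus 10% FBS; concentration-response parameters came from normalized, curve-fitted qHTS data.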
GLP-1R inv ag: qHTS of GLP-1 Receptor Inverse Agonists (Inhibition Mode); Potency, µM (doses to about 38.3 µM), for inactives: at the top dose activity change, negative = inhibition, actives largely listed as inhibitors; HEK293 GLP-1R CRE-luciferase, luminescence, 24 h; GLP-1R form is constitutively active; Glucagon-like peptide 1 receptor (Homo sapiens), P43220; AID 624417, 2012; 410,000 compounds, 1.6% hits; also: potency is read from the fitted curve at half-maximal effect; % is scaled to controls: 0 for no effect and ±100 for the full control effect; nearly all actives have a fitted effect of over 55% in size
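Cells are plated, allowed 12 hours at 37 deg C, then treated with compounds for 24 hr before luciferase detection reagent is added and luminescence is read after 12 min at room temperature. The HEK293 line carries constitutively active GLP-1R with a cAMP-responsive reporter.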
GLP-1R agonist: qHTS of GLP-1 Receptor Agonists; HEK293 GLP-1R CRE-luciferase, luminescence, 4-6 h; cells express a hypersensitive GLP-1R form; Glucagon-like peptide 1 receptor (Homo sapiens), P43220; Potency, µM (doses to about 45.6 µM), inactives show top-dose activation, usual class: activators; 380,000 compounds, 0.007% hits; also: potency is read from the fitted curve at half-maximal effect; % of control where 0% means no effect
aSyn rescue: qHTS of alpha-syn Inhibitors | 370,000 compounds, 0.14% hits | Potency, µM (series often up to 46.1 µM), inactives show top-dose growth rescue (activation), usual class: activators | Yeast expressing alpha-synuclein, growth rescue, BacTiter-Glo, 24 h; also: potency is read from the fitted curve at half-maximal effect; % of control where 0% means no effect; nearly all actives have a fitted effect of over 65% in size
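Rescue of yeast growth: cells expressing toxic alpha-synuclein, induced in galactose at OD600 0.02, incubated with compound 24 h at 30 C. ATP luminescence quantified growth; inhibitors of toxicity appear as activators.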
D3 antag: qHTS of D3 Dopamine Receptor Antagonist: qHTS. D3R cells, DiscoveRx beta-arrestin luminescence, antagonist mode; stronger effect = lower value. max response, negative = inhibition, %. 360,000 compounds, 2.5% hits; in the data active = max response below about -50%; inconclusive = no clear call, values can overlap the other calls; also: % is scaled to controls: 0 for no effect and ±100 for the full control effect; mostly tested at two doses, the higher about 12 µM
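Cells plated overnight at 1500 cells/well, then exposed to library compounds with dopamine controls for 90 minutes at 37 degrees C. DiscoveRx reagent added for 30–60 minutes at room temperature; luminescence read, quantitative HTS format.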
HEK293 tox: qHTS of GLP-1 Receptor Inverse Agonists: Cytotox Screen | 410,000 compounds, 0.13% hits | Potency, µM (top dose mostly 38.3 µM), without a hit: top-dose activity change, negative = inhibition, most hits filed as inhibitors | HEK293 cAMP-luciferase reporter cells, luminescence, 24 h;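 also: loss of luciferase light is scored as toxicity; potency is read from the fitted curve at half-maximal effect; % is scaled to controls: 0 for no effect and ±100 for the full control effect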
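Seeding density was 200 cells/uL; after overnight-length (12 h) culture, 23 nL compounds went on for 24 h at 37 °C. Readout used a luciferase detection reagent, luminescence taken after 12 min at room temperature.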
PTHR1 ag: qHTS for PTHR1 Agonists: Primary Screen; Parathyroid hormone/parathyroid hormone-related peptide receptor (Homo sapiens), Q03431; HEK293 GP2 PTHR1 cells, GloSensor cAMP luminescence, 1 h; Potency, µM (titrated, usually from 115 µM), for the others: at the top dose activation, actives largely listed as activators; 410,000 compounds, 0.075% hits; also: potency is read from the fitted curve at half-maximal effect; nearly all actives have a fitted effect of over 55% in size; some results filed as inactive show a strong effect at the top dose; inactives centre near -15; many of its hits are not listed in these tables
Target sequence (Q03431 whole entry, looked up): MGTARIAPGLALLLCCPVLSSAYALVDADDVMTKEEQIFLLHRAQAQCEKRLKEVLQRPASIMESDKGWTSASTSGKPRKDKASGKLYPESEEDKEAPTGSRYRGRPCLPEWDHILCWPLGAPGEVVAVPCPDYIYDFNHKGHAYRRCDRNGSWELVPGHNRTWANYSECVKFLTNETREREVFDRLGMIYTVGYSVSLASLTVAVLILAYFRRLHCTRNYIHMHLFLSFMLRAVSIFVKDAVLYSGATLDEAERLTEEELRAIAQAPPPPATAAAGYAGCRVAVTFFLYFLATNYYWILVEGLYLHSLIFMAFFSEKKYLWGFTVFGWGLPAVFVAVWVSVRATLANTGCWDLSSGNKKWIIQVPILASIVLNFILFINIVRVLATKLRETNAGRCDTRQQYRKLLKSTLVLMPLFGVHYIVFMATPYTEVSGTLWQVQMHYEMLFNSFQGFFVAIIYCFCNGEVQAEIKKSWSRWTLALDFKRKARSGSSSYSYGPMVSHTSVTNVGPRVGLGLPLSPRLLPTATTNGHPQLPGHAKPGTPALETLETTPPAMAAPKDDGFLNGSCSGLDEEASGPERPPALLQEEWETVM
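HEK-293-derived GP2 cells expressing PTHR1 and a GloSensor cAMP reporter, 3,000/well, plated overnight, given luciferin plus IBMX (each 0.5 mM as added) for 1 h at 37 °C, then compound for 1 h at 37 °C. Luminescence was read after 15 min at room temperature.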
TDP43 rescue: qHTS of TDP-43 Inhibitors; TDP-43 expressing yeast growth rescue, BacTiter-Glo, 24 h; Potency, µM (doses to about 46.1 µM), without a hit: at the top dose growth rescue (activation), actives largely listed as activators; 410,000 compounds, 1.8% hits; also: potency is read from the fitted curve at half-maximal effect; % of control where 0% means no effect; nearly all actives have a fitted effect of over 50% in size
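Galactose-induced TDP-43 yeast, OD600=0.02, compound pinned; 24 hr, 30 deg C; BacTiter-Glo luminescence for growth. Inhibitors of TDP-43 toxicity read as activators.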
An asterisk follows results filed as active; i = inactive; ? = inconclusive; · = no result given; [ ] = remark or other dose. Unless noted, calls follow the shape of the dose curve; as a rule, active = well fitted curve in the direction sought with a large enough effect; inconclusive = small, poorly fitted or top-dose-only effect, or another doubt; inactive = no such curve, though single readings can be large; an effect the other way counts as inactive or inconclusive. Only part of the results is shown, so the mix of outcomes need not match the whole.

[1] O=C1CCCc2c1cc(-c1ccccc1)n2-c1ccccc1
[2] CCOC(=O)c1ccc2ncc(-c3ccccc3)nc2c1
[3] NC(=O)C1(N2CCCCC2)CCN(C(=S)NC2CCCC2)CC1
[4] Cc1ccccc1NC(=O)c1ccc(NC(=O)C2CC(=O)OC23CCCCC3)cc1 (stereo not given)
[5] COc1ccc(S(=O)(=O)N2CCN(Cc3ccc4c(c3)OCO4)CC2)cc1
[6] CC1CC(C)CN(S(=O)(=O)c2ccc(C(C)(C)C)cc2)C1 (stereo not given)
[7] Cc1ccc(-n2[nH]c(C)c(CCC#N)c2=O)cc1
[8] Fc1cccc(Cl)c1CSc1nnc(CN2CCOCC2)n1-c1ccccc1

Screen / compound no.	1	2	3	4	5	6	7	8
DRD3 agonist	5	-3	-2	-1	-2	-9	-3	7
KB-V1 MDR tox	12µM*	-21%	2%	-18%	0%	-4%	9%	-11%
GLP-1R inv ag	-30%	48%[activator]	16%	-18%	-14%	2µM*	-7%	?
GLP-1R agonist	1%	11%	6%	-1%	7%	8%	0%	0%
aSyn rescue	-2%	0%	3%	0%	2%	10%	-8%	2%
D3 antag	28	7	-21	-7	-3	-8	4	13
HEK293 tox	6%	16%	-12%	-7%	1%	4%	2%	-6%
PTHR1 ag	i	-18%	-55%[inhibitor]	i	-11%	-38%[inhibitor]	-23%	-12%[57.5 µM]
TDP43 rescue	-6%	-1%	-6%[0.397 µM]	7%	-12%	-23%	1%	-2%

[9] COc1ccc(OC)c(NC(=O)c2ccc(N3C(=O)C4CC=C(C)CC4C3=O)cc2)c1 (stereo not given)
[10] CCOC(=O)c1ccc(NC(=O)Nc2ccon2)cc1
[11] CCOc1ccc(/C=N/NC(=O)c2csc(C)c2C)c(OCC)c1
[12] CC(C)Oc1cccc(C(=O)NC(=S)Nc2cccnc2)c1
[13] COc1cc2ncnc(NCCc3ccccc3)c2cc1OC
[14] Cc1cc(OCC(=O)Nc2ccc(Br)cc2)cc2c1C(=O)CC(C)(C)O2
[15] COC(=O)C1=C(O)/C(=C\c2ccc(CNS(=O)(=O)c3ccccc3)o2)N=C1C
[16] COc1ccc(OCCNC(=O)c2ccccc2Cl)cc1

Screen / compound no.	9	10	11	12	13	14	15	16
DRD3 agonist	-2	-10	-8	-7	9	-2	2	0
KB-V1 MDR tox	1%	?	-6%	-16%	?	-10%	-11%	16%
GLP-1R inv ag	-28%	?	-8%	-5%	23%	-10%	15%	4%
GLP-1R agonist	0%	12%	4%	3%	26%	9%	9%	-1%
aSyn rescue	9%	-13%	8%	-6%	-1%	-4%	-15%	-5%
D3 antag	-21	?	-17	-16	27	-15	10	4
HEK293 tox	3%	21%	3%[1.53 µM]	-24%	1%	-1%	-8%	0%
PTHR1 ag	i	-45%[inhibitor]	-16%	-58%[inhibitor]	-25%	-11%	i	i
TDP43 rescue	11%	30%	23%	?	14%	-18%	2%	-23%

[17] Cc1cccc(N=C2NC(=O)/C(=C\c3cccs3)S2)c1
[18] O=C(/C=C/c1c(F)cccc1Cl)N1CCc2ccccc2C1
[19] COc1cc(-c2cc(NC=O)c3ncc(-c4ccc(C(C)=O)cc4)n3c2)ccc1O
[20] CCC(C(=O)Nc1ccccc1OC)n1c(C(=O)OC)cc2sc(Cl)cc21 (stereo not given)
[21] CCOC(=O)CSc1nc(Cc2ccccc2)nc2ccccc12
[22] CCCN1C(C(=O)c2ccccc2)=C(OC(=O)c2ccc(OC)cc2)c2ccccc2S1(=O)=O
[23] CNC(=O)Cn1nc(-c2ccc(C)cc2)c2ccccc2c1=O
[24] CCCCn1cnc2sc3c(c2c1=N)CCCC3

Screen / compound no.	17	18	19	20	21	22	23	24
DRD3 agonist	-8	-6	-20	-15	2	7	4	-7
KB-V1 MDR tox	-10%	7%	17%	-1%	4%	·	-2%	-6%
GLP-1R inv ag	3%	?	?	?	?	1%	1%	3%
GLP-1R agonist	20%	-6%	5%	·	31%	·	0%	11%
aSyn rescue	-5%	?	-17%	·	5%	·	2%	1%
D3 antag	-4	19	40	·	-1	·	-6	-7
HEK293 tox	?	-1%	4%	24%	2%	-11%	0%	-11%
PTHR1 ag	-3%	i	2%	-21%	-7%	i	i	0%[57.5 µM]
TDP43 rescue	-9%	7.9µM*	4%	-4%	-12%[0.397 µM]	5%	-13%	12%

[25] O=C(NCc1ccc(Cl)cc1)c1ccc2c(Cl)c3c(nc2c1)CCCC3
[26] O=C1N(c2ccccc2C(F)(F)F)O[C@@]1(c1ccccc1)C1CCCCC1
[27] CCc1n[nH]c2c1C(=O)CC(C)(C)C2
[28] C=C(C)Cn1c(SCC(=O)Nc2cccc(Cl)c2)nc2sc3c(c2c1=O)CCCC3
[29] Cc1cccc(Nc2ccc(NCc3ccccc3)nn2)c1
[30] Cc1cc(NCC(c2ccccc2)c2ccccc2)n2ncnc2n1
[31] O=C(O)CNCC1COc2ccccc2O1 (stereo not given)
[32] CC(C)c1cc(C(C)C)c(S(=O)(=O)NNC(=O)c2ccncc2)c(C(C)C)c1

Screen / compound no.	25	26	27	28	29	30	31	32
DRD3 agonist	-5	-18	-1	-9	1	4	0	6
KB-V1 MDR tox	-4%	-2%	1%	-8%	-6%	-18%	0%	15µM*
GLP-1R inv ag	9%	?	17%	-26%	?	?	-2%	-13%
GLP-1R agonist	0%	-2%	-6%	·	14%	15%	-9%	-6%
aSyn rescue	·	20%	-11%	·	0%	22%	-1%	9%
D3 antag	·	-57*	4	·	-6	4	16	2
HEK293 tox	2%	1%	-6%	1%	-5%	-15%	1%	-1%
PTHR1 ag	-12%	-1%	i	i	15%	-17%	i	-15%
TDP43 rescue	?	-23%	-12%	-4%	25%	-6%	14%	18%

[33] O=C(NCC1OCCc2ccccc21)c1cc(COc2ccc(F)cc2Cl)on1 (stereo not given)
[34] COc1ccc(N2C(=O)CC(SC(C)C)C2=O)cc1 (stereo not given)
[35] Cc1cc(C(=O)OCC(=O)NCc2ccc3c(c2)OCO3)c2ccccc2n1
[36] COc1cc(CN2CCNC(=O)C2CC(=O)N(C)CCC2CCOCC2)cc(OC)c1 (stereo not given)
[37] CCN(CC)C(=O)C1=C(C)N(Cc2ccc(C(C)(C)C)cc2)C(=O)C(CC(=O)NCc2cccs2)C1 (stereo not given)
[38] Cc1cc(C)c(C)c(S(=O)(=O)N2CCN(C(=O)CNC(=O)c3ccco3)CC2)c1C
[39] Cc1sc2ncnc(SCC(=O)Nc3cccc(S(N)(=O)=O)c3)c2c1C
[40] COc1ccc(N2CCN(C(=O)C3CCCN(S(=O)(=O)c4ccc(F)cc4)C3)CC2)cc1 (stereo not given)

Screen / compound no.	33	34	35	36	37	38	39	40
DRD3 agonist	0	4	-9	1	-10	2	7	4
KB-V1 MDR tox	6%	-7%	-7%	0%	?	-14%	-2%	?
GLP-1R inv ag	-8%	-1%	18%	7%	?	-12%	102%[activator]	-7%
GLP-1R agonist	8%	-3%	19%	-6%	4%	7%	35%	-17%
aSyn rescue	-1%	9%	-2%	-2%	0%	4%	4%	0%
D3 antag	1	19	8	-6	-25	0	27	7
HEK293 tox	-25%	68%[activator]	0%	6%	-11%	-16%	-7%	9%
PTHR1 ag	i	-4%	25%	i	-11%	i	i	-29%
TDP43 rescue	3%	-1%	0%[0.397 µM]	11%	21%	4%	-4%	0%

[41] O=C(CNC(=O)c1ccc(F)cc1)OCc1cc(=O)n2nc(C3CC3)sc2n1
[42] COc1nc(-c2ccccc2)c2cc(C)ccc2n1
[43] Cc1ccc(C(=O)NCC(=O)OCC(=O)/C=C2\N(C)c3ccccc3C2(C)C)cc1C
[44] CN1C(c2ccccc2)=NO[C@]1(C)c1ccccc1
[45] O=S(=O)(/N=C/c1c(O)ccc2ccccc12)c1ccccc1
[46] COc1ccc(NC(=O)c2cc3c(=O)n(Cc4ccco4)ccc3nc2C)c(OC)c1
[47] Cc1c(C)n(CCC#N)c2ccccc12
[48] COc1ccc(C(=O)Nc2ccc(O)cc2C(=O)O)cc1

Screen / compound no.	41	42	43	44	45	46	47	48
DRD3 agonist	3	4	-3	11	7	-1	3	0
KB-V1 MDR tox	-3%	?	5%	-4%	-1%	·	-14%	-5%
GLP-1R inv ag	5%	29%	-26%	-6%	1%	3%	-13%	1%
GLP-1R agonist	·	12%	8%	8%	-2%	·	-6%	-2%
aSyn rescue	·	5%	7%	-3%	1%	·	11%	2%
D3 antag	·	6	19	1	-2	·	-5	3
HEK293 tox	3%	1%	3%	-11%	-14%	7%	4%	0%
PTHR1 ag	i	-16%	-9%	i	-14%	-25%	i	i
TDP43 rescue	14%	13µM*	?	7%	-30%	12%	?	-13%

Four neighbouring entries from above, for reference:
[45] O=S(=O)(/N=C/c1c(O)ccc2ccccc12)c1ccccc1
[46] COc1ccc(NC(=O)c2cc3c(=O)n(Cc4ccco4)ccc3nc2C)c(OC)c1
[47] Cc1c(C)n(CCC#N)c2ccccc12
[48] COc1ccc(C(=O)Nc2ccc(O)cc2C(=O)O)cc1

Screen / compound no.	45	46	47	48
DRD3 agonist	7	-1	3	0
KB-V1 MDR tox	-1%	·	-14%	-5%
GLP-1R inv ag	1%	3%	-13%	1%
GLP-1R agonist	-2%	·	-6%	-2%
aSyn rescue	1%	·	11%	2%
D3 antag	-2	·	-5	3
HEK293 tox	-14%	7%	4%	0%
PTHR1 ag	-14%	-25%	i	i
TDP43 rescue	-30%	12%	?	-13%
